# MBNL1-CUG inh: MBNL1-poly(CUG) RNA binding inhibition; TR-FRET MBNL1-His/biotin-(CUG)12 binding, 665/545 ratio; Q9NR56; Potency, µM (titrated, usually from 57.5 µM), without a hit: at the top dose activity change, negative = inhibition, hits mostly inhibitors; AID 2675; 280,000 tested, 0.036% active; active = well fitted inhibition curve with a large enough effect in the signal ratio, with a control signal flat, not every such curve was filed as active; inconclusive = small, poorly fitted or top-dose-only effect, or effect the other way, or a change in a side signal; inactive = no such curve, though single readings can be large or run the other way; the % refers to the signal ratio; note: potency is the fitted concentration of half-maximal effect; % is set by controls: 0 for no effect and ±100 for the full control effect
#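 TR-FRET readout: Ex 340 nm, 665/545 nm emission ratio, normalized to buffer-only (basal) and MBNL1-(CUG)12 controls. Complex of MBNL1-His with Biotin-(CUG)12, compounds 92 nM–58 uM, incubated 60 min at room temperature.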
# Mito fusion yeast: mitochondrial division inhibition or fusion activation; S. cerevisiae fusion-defective mutant growth rescue, CellTiterGlo 48 h; Potency, µM (series often up to 46.1 µM), for inactives: top-dose growth rescue (activation), most hits filed as activators; 320,000 tested, 0.23% active;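 note: potency is the fitted concentration of half-maximal effect; % of control where 0% means no effect; nearly all actives have a fitted effect of over 45% in size; temperature-sensitive fusion mutants such as fzo1-1 at 37 °C on non-fermentable ethanol glycerol medium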
#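 Temperature-sensitive fusion-defective S. cerevisiae (e.g. fzo1-1, mgm1-5) were grown with compound in YPEG medium (3% ethanol, 3% glycerol) for 48 hours at 37C. Growth rescue was measured as viability by CellTiterGlo luminescence after 10 minutes at ambient.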
# FLuc modulator: counter-screen for miR-21 project: firefly luciferase inhibitors or activators | P08659 | AID 588342 | 360,000 tested, 6.9% active | Potency, µM (series often up to 57.5 µM), for the others: at the highest dose activity change, negative = inhibition, actives largely listed as inhibitors | purified FLuc, Km substrates, luminescence inhibition;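 note: potency is the fitted concentration of half-maximal effect; plate controls were vehicle for no effect and reference inhibitor for full effect; nearly all actives have a fitted effect of over 55% in size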
# Target sequence (P08659 whole entry, looked up): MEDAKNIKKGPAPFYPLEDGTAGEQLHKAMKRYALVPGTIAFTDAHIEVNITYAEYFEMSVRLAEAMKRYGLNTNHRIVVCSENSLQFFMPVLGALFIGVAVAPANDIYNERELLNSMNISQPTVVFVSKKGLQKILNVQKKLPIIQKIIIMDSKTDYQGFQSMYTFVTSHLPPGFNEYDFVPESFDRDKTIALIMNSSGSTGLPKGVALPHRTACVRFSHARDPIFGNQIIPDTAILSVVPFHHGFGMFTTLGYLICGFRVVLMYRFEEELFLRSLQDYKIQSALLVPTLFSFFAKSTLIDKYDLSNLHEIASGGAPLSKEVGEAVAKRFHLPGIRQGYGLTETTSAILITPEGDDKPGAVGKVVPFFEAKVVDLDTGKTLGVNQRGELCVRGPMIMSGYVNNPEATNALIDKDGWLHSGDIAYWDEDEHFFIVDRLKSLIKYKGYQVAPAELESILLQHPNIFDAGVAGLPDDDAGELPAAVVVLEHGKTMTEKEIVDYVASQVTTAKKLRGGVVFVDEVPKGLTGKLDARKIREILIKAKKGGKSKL
#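 Biochemical qHTS of compounds, final roughly 60 µM downward over six points, against 10 nM purified firefly luciferase using Km concentrations of substrates (10 uM D-luciferin, 10 uM ATP) in Tris acetate pH 7.5 buffer; luminescence output.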
# PKM2 act: activators of human pyruvate kinase M2; P14618; purified PKM2, Kinase-Glo ATP luminescence, activation; response scale: 0% is enzyme alone, no compound; Potency, µM (doses to about 57.5 µM), without a hit: at the highest dose activation, most hits filed as activators; 260,000 tested, 0.34% active; AID 1631; note: potency is the fitted concentration of half-maximal effect; % is set by controls: 0 for no effect and ±100 for the full control effect; nearly all actives have a fitted effect of over 55% in size
#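 Purified hPK-M2 (>95% pure) converted ADP (0.1 mM final) to ATP with 0.5 mM PEP in 50 mM imidazole pH7.2, KCl, MgCl2, Tween 20, BSA; 1 h at room temperature. ATP detected by Kinase-Glo luminescence.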
# NPC1 prom act: activators of NPC1 promoter | 320,000 tested, 2.4% active | Potency, µM (doses to about 9.22 µM), for the others: at the highest dose activation, usual class: activators | Huh7 NPC1 promoter luciferase reporter, 24 h;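 note: potency is the fitted concentration of half-maximal effect; % of control where 0% means no effect; nearly all actives have a fitted effect of over 60% in size; reporter is driven by a mutant NPC1 promoter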
#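 Luminescence read-out of NPC1 promoter-driven luciferase in stably transfected Huh7 cells; compounds delivered in DMSO and left 24 h at 37C, 5% CO2, qHTS titration format.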
# KCNH2 3.1 inh: blocks the human KCNH2 3.1 channel isoform; U2OS KCNH2 3.1, thallium flux FluxOr; hits give low values; activity change, % (tested at about 1.8 µM); 340,000 tested, 0.95% active; AID 720553;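 active = maximum activity change below -70%; inconclusive = maximum activity change from -70% to -50%; inactive = maximum activity change above -50%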;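 note: thallium influx rate constant from kinetic fluorescence after stimulation buffer; % is set by controls: 0 for no effect and ±100 for the full control effect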
#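 Normalized rate constant (relative to positive and negative DMSO controls) derived from a 2 min kinetic fluorescence read after stimulation; U2OS cells expressing the 3.1 isoform via virus at 1.77 x 10^8 /mL.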
# Menin MLL FP TR: displaces Texas Red mutant MLL peptide from human menin; Menin + Texas Red MLL mutant peptide, fluorescence polarization; O00255; Potency, µM (doses to about 61.6 µM), for inactives: at the top dose FP activity change, negative = inhibition, usual class: inhibitors; 270,000 tested, 0.23% active; active = well fitted inhibition curve with a large enough effect in the polarisation, with a control signal flat, not every such curve was filed as active; inconclusive = small, poorly fitted or top-dose-only effect, or effect the other way, or a change in a side signal; inactive = no such curve, though single readings can be large or run the other way; the % refers to the polarisation; note: potency is the fitted concentration of half-maximal effect; % of control where 0% means no effect; many of its hits are not listed in these tables
# Rab9 promoter act: activates the Rab9 promoter; Huh7 Rab9 promoter-luciferase reporter, luminescence, 24 h; Potency, µM (titrated, usually from 9.22 µM), inactives show top-dose activation, negative = inhibition, usual class: activators; 320,000 tested, 2.8% active; note: potency is the fitted concentration of half-maximal effect; % of control where 0% means no effect; nearly all actives have a fitted effect of over 60% in size
#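 Huh7 cells stably carrying a Rab9 promoter-luciferase reporter, 1500 cells per well in OP-MEM I with 10% FBS, treated with compound 24 hours at 37C. Luciferase activity read by luminescence after 10 minutes with Amplite reagent.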
# ELG1 DNA repair: blocks ELG1-dependent DNA repair in HEK293T cells; HEK293T ELG1-luciferase reporter, luminescence, 16 h; DNA damage induced by 5-fluorouridine; Potency, µM (top dose mostly 46.1 µM), for inactives: at the top dose activity change, negative = inhibition, usual class: inhibitors; 330,000 tested, 2.3% active; AID 504467; note: potency is the fitted concentration of half-maximal effect; % is set by controls: 0 for no effect and ±100 for the full control effect; nearly all actives have a fitted effect of over 55% in size
#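 Luminescence from the luciferase reporter, measured 30 min after ONE-Glo reagent at room temperature, was the read-out. Beforehand, 2,000 cells per well were exposed for 16 hr at 37 °C to 5-fluorouridine together with compound or vehicle.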
# VP16 counter: counter-screen for ROR gamma inhibitors: Gal4-VP16 reporter. Drosophila S2 Gal4-VP16 UAS-luciferase, luminescence, 20 h. Potency, µM (top dose mostly 53.6 µM), for inactives: at the top dose activity, negative = inhibition, actives largely listed as inhibitors. 310,000 tested, 3.5% active. AID 2546;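 note: Gal4-VP16 expression switched on by copper sulfate through the metallothionein promoter; potency is the fitted concentration of half-maximal effect; % is set by controls: 0 for no effect and ±100 for the full control effect; nearly all actives have a fitted effect of over 50% in size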
# RORgamma inh: inhibitors of mouse ROR gamma transcriptional activity; P51450; Drosophila S2 Gal4-RORgamma UAS-luciferase reporter, 20 h; Potency, µM (doses to about 53.6 µM), for the others: top-dose activity change, negative = inhibition, usual class: inhibitors; 310,000 tested, 5.4% active; note: potency is the fitted concentration of half-maximal effect; % is set by controls: 0 for no effect and ±100 for the full control effect; nearly all actives have a fitted effect of over 60% in size
# Target sequence (P51450 whole entry, looked up, the tested form may be a part): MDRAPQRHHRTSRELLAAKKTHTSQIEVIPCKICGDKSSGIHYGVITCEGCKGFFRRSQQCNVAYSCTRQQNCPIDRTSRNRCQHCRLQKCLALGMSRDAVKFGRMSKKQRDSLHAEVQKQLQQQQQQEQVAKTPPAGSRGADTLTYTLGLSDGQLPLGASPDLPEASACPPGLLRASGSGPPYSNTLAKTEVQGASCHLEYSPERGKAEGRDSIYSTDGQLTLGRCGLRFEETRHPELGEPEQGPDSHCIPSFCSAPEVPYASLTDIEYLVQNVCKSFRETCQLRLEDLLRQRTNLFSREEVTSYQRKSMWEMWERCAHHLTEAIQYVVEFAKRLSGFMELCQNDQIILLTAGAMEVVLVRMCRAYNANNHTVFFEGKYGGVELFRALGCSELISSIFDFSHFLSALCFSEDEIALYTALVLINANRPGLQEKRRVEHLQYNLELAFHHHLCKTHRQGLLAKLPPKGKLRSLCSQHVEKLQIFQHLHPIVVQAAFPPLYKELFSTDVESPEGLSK
#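 Stably transfected Drosophila Schneider cells are the test system, with ROR gamma fused to Gal4 and luciferase under UAS control; luminescence is read after 20 hr of 700 uM copper sulfate induction at ambient temperature.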
# The depositor's hits bear a star; ? = inconclusive; . = no result given; [ ] = another dose, or the depositor's remark. Unless noted, calls come from the whole dose curve; as a rule, active = well fitted curve in the direction sought with a large enough effect; inconclusive = small, poorly fitted or top-dose-only effect, or another doubt; inactive = no such curve, though single readings can be large; an effect the other way counts as inactive or inconclusive. This is a subset; rates above refer to the full screens.
SMILES,MBNL1-CUG inh,Mito fusion yeast,FLuc modulator,PKM2 act,NPC1 prom act,KCNH2 3.1 inh,Menin MLL FP TR,Rab9 promoter act,ELG1 DNA repair,VP16 counter,RORgamma inh
Cn1c(N2CCOCC2)cc(=O)n(C)c1=O,-4.8%,2.6%,0.2%,-4.5%,0.2%,2.2,21.5%,1.0%,21.6%,-4.9%,7.2%
CC(C)(C)c1ccc(NC(=O)CON=C(N)c2ccccc2)cc1,.,9.3%,?,.,-1.9%,-20.1,.,-1.8%,10.3%,.,.
COC(=O)c1ccc(C(=O)OC)c(NC(=S)N2CCN(C(=O)C3CCCO3)CC2)c1 (stereo unspecified),8.6%,-7.3%,0.0%,-2.6%,3.5%,1.4,.,-4.9%,12.5%,3.0%,0.4%
COc1ccc(CCNC(C)C(=O)Nc2ccc(S(N)(=O)=O)cc2)cc1 (stereo unspecified),-5.1%,-0.4%,4.3%,.,-1.1%,-2.4,34.6%[activator],-1.1%[1.84 µM],7.7%,-3.6%,0.9%
COc1cc(NC(=O)CN2CCN(c3ccccc3F)CC2)c(C)cc1[N+](=O)[O-],?,-2.1%,7.0%,0.1%,1.1%,-8.8,8.5%,1.8%,28.0%,1.8%,1.7%
O=C1NC2(CCCCCC2)C(=O)N1CCS(=O)(=O)Oc1ccccc1,-1.7%,2.2%,0.9%,-5.6%,-7.9%,-14.6,0.7%,-0.1%,2.0%,-4.4%,15.9%
O=C(CNc1cccc2ccccc12)c1ccc([N+](=O)[O-])cc1,?,-12.1%,-3.2%,-3.4%,-2.9%,-22.1,?,-11.4%,?,19.8%,-19.8%
CCOC(=O)c1ccccc1NC(=O)COC(=O)CCC(=O)c1ccccc1,2.9%,-7.2%,3.0%,-10.6%,-5.0%,-3.4,.,6.6%,-3.1%,7.7%,-9.5%
O=C(CSC1=NCCS1)N1CCN(c2ccc(Cl)cc2)CC1,1.7%,6.1%,-0.3%,-0.3%,-3.5%,-6.1,-9.0%,-14.0%,-7.2%,0.9%,?
CC(C)[C@H](NC(=O)c1ccccc1Cl)C(=O)OCC(=O)NC(=O)NC1CCCC1,0.0%,-2.2%,1.6%,0.5%,-4.2%,-13.6,.,-1.4%,-1.0%,-10.6%,3.8%
CCOC(=O)N1CCN(C(=O)CSCC(=O)Nc2nc(-c3ccc(Cl)s3)cs2)CC1,24.5%,-3.7%,-5.1%,0.2%,11.2%,-3.1,-15.8%,13.8%,16.4µM*,7.3%,32.2%
Cn1c(N)c(C(=O)COC(=O)COc2ccccc2C#N)c(=O)n(C)c1=O,-0.6%,-4.3%,-0.7%,5.4%,-1.1%,-7.9,12.4%,-0.5%,9.8%,-4.0%,-20.5%
CCCCN1CNC(=S)N(c2ccc(C(=O)OCC)cc2)C1,-4.9%,-5.7%,-0.7%,-1.1%,0.4%,-10.3,6.1%,-8.1%,18.6%,-21.1%,?
CCCS(=O)(=O)N1CCCC(C(=O)NCCc2cccc(C)c2)C1 (stereo unspecified),-7.7%,5.8%,-2.1%,.,-2.5%,-14.8,1.0%,-10.1%,0.3%,-5.5%,-5.1%
CCOC(=O)c1ccc(NC(=O)C2CCCO2)cc1 (stereo unspecified),-7.2%,1.6%,?,-0.6%,?,-2.0,17.9%,6.31µM*,?,-2.9%,2.0%
N#Cc1cnn2c(N)c(-c3ccc(Cl)cc3)cnc12,60.7%[activator],-4.9%,-6.0%,-8.5%,0.0%,2.9,-16.8%,18.5%,11.1%,-1.7%,9.9%
O=C(Cn1cnc([N+](=O)[O-])c1)Nc1cc(Oc2ccc(Cl)cc2Cl)cc([N+](=O)[O-])c1,-3.5%,-12.6%,2.2%,15.4%,-4.2%,-10.9,?,-4.3%,-26.0%,?,?
CN(C(=O)COC(=O)CNC(=O)c1sc2ccccc2c1Cl)c1ccccc1,.,0.9%,?,1.5%,-0.5%,3.0,-18.3%,-0.2%,-5.0%,4.7%,-3.9%
CCCCc1cc(=O)oc2cc(C)cc(OC(C)C(=O)NCc3ccccn3)c12 (stereo unspecified),-0.9%,1.6%,5.8%,4.3%[0.46 µM],1.5%,-3.1,0.1%,-4.3%,-11.1%,-2.0%,-11.8%
Cc1ccc(S(=O)(=O)N2CCN(C(=O)CCCOc3ccc(Cl)cc3C)CC2)cc1,.,?,9.7%,.,-3.4%,-29.4,.,-2.8%,?,.,.
CSc1ccc(C#N)cc1NC(=O)c1ccccc1,-5.2%,?,4.8%,-4.3%,-2.2%,1.1,20.7%,-14.4%,-11.6%,-5.8%,-2.7%
Cc1ccc(C)c(N2CCN(S(=O)(=O)c3ccc4c(c3)NC(=O)CC(=O)N4)CC2)c1,10.7%,0.1%,2.6%,11.2%,0.8%,-11.6,?,8.5%,-0.4%,-6.1%,-17.6%
Cc1cccc(NC(=O)CNC(=O)CN2CCN(C)CC2)c1C,.,0.0%,-1.1%,.,-0.2%,-1.8,.,-3.5%,15.0%,.,.
CC1=NNC(=O)/C1=C\c1cn(-c2ccccc2)nc1-c1ccc(Cl)cc1,-7.2%,-15.8%,0.3%,9.7%,-48.4%[inhibitor],-40.7,14.2%,-50.8%[inhibitor],9.2µM*,3.16µM*,5.01µM*
Cn1c(=O)c2c(nc(CN3CCC(C(N)=O)CC3)n2Cc2c(F)cccc2Cl)n(C)c1=O,-1.1%,-4.9%,5.7%,2.8%,0.9%,-0.3,6.6%,-1.2%,2.0%,16.0%,-7.4%
O=C(NCc1ccccc1)c1ccc(N2CCC3(CC2)CC(c2ccccc2)=NO3)c([N+](=O)[O-])c1,1.6%,3.2%,0.0%,-0.3%,-3.9%,-20.2,13.6%,-0.6%,?,-2.5%,3.1%
Cn1c(N)c(Sc2ccc([N+](=O)[O-])cc2)c(=O)n(C)c1=O,?,7.9%,0.4%,-4.7%,1.2%,5.7,13.5%,0.6%,5.8%,-4.8%,1.5%
Cc1c(-c2cc[n+]([O-])cc2)oc2ccc(Br)cc2c1=O,?,-0.4%,-11.3%,3.1%,9.0%,.,6.9%,14.1%,?,-8.5%,6.5%
CCCCc1ccc(S(=O)(=O)N2CCC3(CC2)OCCO3)cc1,-3.9%,2.0%,-1.8%,-9.1%,-0.9%,-5.4,.,-2.4%,1.7%,-23.2%,?
COc1cc(NC(=O)c2cc([N+](=O)[O-])ccc2NC(=O)CNCc2ccccn2)cc(OC)c1,?,0.0%,-0.8%,10.5%,-2.7%,-10.8,55.7%[activator],-3.0%,6.51µM*,?,-88.7%
O=C1NC(=NCc2ccccc2)S/C1=C\c1ccccc1,-8.2%,1.7%,-7.5%,?,-0.1%,-8.5,3.7%,-1.7%,-4.4%,-13.9%,-20.1%
Brc1ccc(C2=Nc3ccccc3C(c3ccncc3)=NN2)cc1,-3.2%,-4.0%,-10.2%,3.9%,-1.5%,10.2,-16.1%,-1.4%,2.8%,16.5%,-22.1%
Cc1cccc(NC(=O)c2ccc(S(=O)(=O)N3CCCCC3)cc2)c1,0.5%,-3.3%,-6.6%,-1.1%,-1.2%,6.7,.,18.2%,-19.8%,5.5%,23.2%
O=C1/C(=C\c2cccc(O)c2)SC(=S)N1Cc1ccccc1,11.0%,6.7%,-22.0%,-0.6%,-0.9%,11.9,?,-1.1%,-8.8%,-19.4%,-15.4%
CN(C(=O)CSc1nc(C2CC2)n(-c2ccccc2)n1)C1CCS(=O)(=O)C1 (stereo unspecified),.,-4.0%,1.6%,.,-0.2%,5.2,.,-2.4%,6.4%,.,.
O=[N+]([O-])c1cc(Cl)ccc1N1CCN(c2ccccc2O)CC1,25.5%,-2.5%,-16.9%,-0.8%,-2.4%,-5.8,?,-7.3%,-22.7%,1.4%[10 µM],?

# Screens: PubChem, National Center for Advancing Translational Sciences (NCATS)
